# Source: PubChem
# ROCK2 blocker = inhibitors of human Rho kinase 2 | O75116 | purified ROCK2, Kinase-Glo ATP depletion luminescence | inhibition, % at 6 µM | hit rate 0.35% among 60,000;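 active means inhibition above the screen-wide mean inhibition plus 3 SD, cut at about 18% in these data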;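 further: plate controls were DMSO wells for no effect and Y-27632 control wells after no-enzyme background subtraction for full effect; many of its hits are not listed in these tables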
# AP complement = orthogonal test for alternative complement pathway inhibitors | Human serum alternative complement pathway, LPS-coated ELISA, C3 deposition; tested in compound mixtures | inhibition, % at 5 µM | hit rate 0.08% among 62,000;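 active means inhibition above 30% in each of the two pooled mixtures holding the compound, so the lower value exceeds 30%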;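 further: 0% = serum in Mg-EGTA without compound and 100% = EDTA serum blank; some compounds past the cut are filed as inactive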
#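 Assay system: human serum alternative complement pathway, C3 deposition on LPS-coated wells; Dosing: 5 µM per compound in ten-compound mixtures; Detection: Anti-C3 ELISA, OD 450 nm; Buffer or medium: Mg2+-EGTA GVB++ buffer containing human serum at 1:15 dilution; Timing: 1 h at 37 °C; Replication: two different pools per compound.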
# CatS inh = human cathepsin S inhibition | recombinant cathepsin S, AMC dipeptide fluorescence, pooled mixtures | inhibition, %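 (tested at 5 µM per compound within 10-compound mixtures)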 | hit rate 0.06% among 62,000 | AID 501; in the data active means inhibition above about 32%, passing the limit was not always enough; inconclusive means no clear call, values can overlap the other calls;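 further: 0% = enzyme without compound and 100% = blank without enzyme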
# PKA inh = inhibitors of human protein kinase A. inhibition, % at 6 µM. hit rate 0.1% among 65,000. PKA Kemptide phosphorylation, Kinase-Glo ATP luminescence;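 active means inhibition above the screen-wide mean inhibition plus 3 SD, cut at about 21% in these data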; further: many of its hits are not listed in these tables
# JNK3 inh = inhibitors of human JNK3 kinase | P53779 | purified JNK3 kinase activity, HTS | inhibition, % at 8 µM | hit rate 0.61% among 60,000 | AID 746; in the data active means inhibition above about 17%;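 further: 0% = DMSO and 100% = reference inhibitor; many of its hits are not listed in these tables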
# CatB inh = inhibitors of human cathepsin B. P07858. purified cathepsin B, fluorogenic substrate, fluorescence. inhibition, %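 (tested at 10 µM)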. hit rate 0.1% among 63,000. AID 453; in the data active means inhibition above about 21%;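 further: 0% = enzyme with no compound and 100% = no enzyme blank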
# RORA act = activators of human nuclear receptor RORA; hit rate 1.5% among 65,000; P35398; CHO-K1 Gal4-RORA LBD luciferase reporter, luminescence; percent increase over mock-subtracted basal signal; activation, % at 10 µM;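 active means activation above the mean of all tested compounds plus 3 SD, cut at about 49% in these data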;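 further: 0% = DMSO-treated RORA cells and 100% = added signal equal to DMSO minus mock-transfected cells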
# Ec RNAP inh = blocks E. coli RNA polymerase transcription. inhibition, %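 (tested at 10 µM)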. fluorescence transcription assay. P0A8V2. hit rate 0.2% among 62,000; in the data active means inhibition above about 20%;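 further: 0% = enzyme without compound and 100% = no enzyme blank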
# CatB mix inh = inhibitors of human cathepsin B in compound mixtures; P07858; Purified cathepsin B, AMC dipeptide fluorescence; inhibition, %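 (ten-compound pools at 5 µM per compound and 50 µM total)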; hit rate 0.06% among 62,000; in the data active means inhibition above about 22%, passing the limit was not always enough; inconclusive means no clear call, values can overlap the other calls;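 further: 0% = enzyme without compound and 100% = no enzyme blank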
# * = called active by the depositor; ? = inconclusive; nt = not tested or not shown. A portion of the library, so the mix of outcomes need not match the whole.
structure	ROCK2 blocker	AP complement	CatS inh	PKA inh	JNK3 inh	CatB inh	RORA act	Ec RNAP inh	CatB mix inh
CC1(C)CC(=O)C(C(C2=C(O)CC(C)(C)CC2=O)c2cccc(O)c2)C(=O)C1 (stereo not given)	6	17	-2	10	0	nt	-9	nt	-1
CCCCn1c2c(c3ccccc31)CCc1nonc1-2	-4	14	-8	-1	8	3	-12	0	2
COc1ccc(NC(=O)CSc2ccccn2)cc1OC	1	-15	20	7	-1	10	-3	1	9
CCCCC(=O)Nc1ccc(NC(=O)C(C)C)cn1	6	16	-1	6	5	4	2	4	3
Cc1nccn1-c1c2c(c(C#N)c3nc4ccccc4n13)CCCC2	1	-4	1	0	11	2	-11	-2	-4
COc1ccc(C(CC(=O)O)NC(=O)COc2ccccc2)cc1OC (stereo not given)	4	10	-1	9	-3	-4	-7	3	6
CCC(NC(=O)c1ccccc1O)c1ccccc1 (stereo not given)	3	11	6	-5	-2	1	-9	8	7
Cc1cccc(C)c1NC(=O)CS(=O)CC(=O)NC1CCN(Cc2ccccc2)CC1 (stereo not given)	8	-2	-3	9	-1	8	-14	-2	-2
Clc1ccccc1-c1nc(-c2ccccc2)n[nH]1	-5	-10	9	-6	6	-1	61*	4	4
O=C(NC1CCCCCC1)C1c2ccccc2C(=O)N1Cc1ccco1 (stereo not given)	6	13	9	6	0	2	2	5	7
COc1cccc(C(C(=O)NCc2ccco2)N(C(=O)Cn2nnc3ccccc32)C2CC2)c1OC (stereo not given)	-4	-1	20	-5	-4	6	-1	9	1
CN(C)S(=O)(=O)c1ccc(S(=O)(=O)N(Cc2ccccn2)Cc2ccco2)cc1	1	20	14	6	1	-3	-10	-2	-6
Cc1cc2cc(CN(CCCO)S(=O)(=O)c3cccc4nsnc34)c(=O)[nH]c2cc1C	9	12	-2	5	0	6	14	7	8
O=C1SC(c2ccccc2)=C/C1=C\N1CCCCC1	-1	2	-3	-1	-7	3	10	3	2
COC(=O)c1cc(-c2c[nH]c3ccccc23)n[nH]1	4	0	2	5	1	2	4	-3	-5
Cc1cc(C(=O)Nc2cccnc2)on1	-13	-4	-6	-2	1	4	10	-6	-2
CCOC(=O)c1[nH]c(C)c(C(=O)N2CCOCC2)c1C	2	14	7	-7	-11	0	6	8	4
CCOC(=O)C1C(=O)C=C(C)C(C(=O)OCC)C1c1ccc(OC)cc1 (stereo not given)	5	26	1	-1	3	-1	14	nt	2
Nc1nc2nc(SCC(=O)N3CCCc4ccccc43)[nH]c2c(=O)[nH]1	3	16	-3	10	-1	1	-12	4	2
CCOc1ccc(N(CC(=O)NCC(C)C)S(C)(=O)=O)cc1	6	3	-4	6	-5	5	-3	10	3
CSc1nnc2n(C3CCCCC3)c(=O)c3c4c(sc3n12)CCCC4	-1	nt	nt	0	-13	13	-18	nt	nt
CC(=O)c1cc(-c2ccccc2)[nH]c1N1CCCC1	3	-3	7	1	-3	6	-26	7	2
Clc1ccc(-c2nnc3sc(-c4ccco4)nn23)c(Cl)c1	8	0	2	6	3	5	-15	13	2
COc1ccc(Br)cc1-c1nc(C)c(C(C)=O)n1O	0	4	2	-4	-2	0	-18	0	-3
CCc1ccc(-c2nc(CN3CCC(C(=O)NCc4ccco4)CC3)c(C)o2)cc1	0	19	1	5	1	3	-14	4	4
Cc1nnc(SCc2nnc(-c3ccccc3)o2)n(N)c1=O	2	-4	-2	6	0	-1	-12	2	0
O=C(CCCSc1nc2ccccc2s1)NC1=NCCS1	0	-4	6	2	-2	-4	-37	6	3
CCOC(=O)/C(C#N)=C1/SC(CC)C(=O)N1c1ccc(C)cc1 (stereo not given)	4	-3	7	5	-1	2	18	7	-2
Cc1nn(C)cc1CNC(=O)c1ccccc1Br	-2	13	2	7	-10	-7	-2	7	4
CCn1c(C(=O)N2CCCC(C(=O)NCCCc3ccccc3)C2)cc2sccc21 (stereo not given)	-3	-2	4	-7	-2	6	-10	4	24
Cc1cc(C)c2c(=O)[nH]n(C(C)C)c2n1	1	14	4	-4	4	-5	-7	5	5
CCOc1ccc(N(CC(=O)Nc2cccc(F)c2)S(=O)(=O)c2c(C)noc2C)cc1	-2	23	-1	-6	8	1	2	6	4
O=C(Nc1ccc2c(c1)OCO2)[C@@H]1[C@@H]2C(=O)N(C3CCCCC3)C(=O)[C@@H]2C2c3ccccc3C=CN21 (stereo not given in full)	2	-8	10	4	-3	5	3	7	2
CCCN(CCC)C(=O)Cn1c(=O)n(CCCCC(=O)NC2CCCC2)c(=O)c2ccccc21	-1	8	1	0	-6	2	-20	2	2
O=C(C1Cc2ccccc2CN1S(=O)(=O)c1ccc(F)cc1)N1CCCCCC1 (stereo not given)	2	0	?	-5	3	-2	-6	8	5
COc1cc(S(=O)(=O)N2CCOCC2)cc(C(=O)c2nccn2C)c1OC	13	15	-10	9	2	0	-8	1	2
Cc1cc(NCCN2CCOCC2)n2ncc(-c3ccc(Cl)cc3)c2n1	9	1	11	6	-3	4	-5	nt	13
C/C(N)=C(/C#N)C(=O)CSc1nnc(Cc2ccccc2F)n1N	8	-5	5	8	13	0	15	0	-1
Cc1cccc(C)c1-n1nnnc1SCSc1nnnn1-c1c(C)cccc1C	8	0	1	11	-2	-4	1	7	3
CCOc1ccc(NC(=O)N(C2CCCCC2)C(C)c2ccncc2)cc1 (stereo not given)	-4	9	-2	-4	3	0	-7	4	-1
CCOc1ccc(NS(=O)(=O)N(C)C)cc1	11	7	-2	8	1	5	-14	10	5
CCN(CC)C(=O)CSc1nc(C)cc(-c2cccs2)c1C#N	nt	22	-3	nt	nt	4	nt	-2	0
COCC(=O)Nc1ccccc1C(=O)Nc1ccc(OC)cc1	5	2	5	3	-3	-1	19	6	-1
Cc1cc(C)n2nc(S(=O)(=O)N(CC(C)C)CC(C)C)nc2n1	-3	17	-2	-11	1	-2	1	-5	-2
C/C=C/c1ccc(OCCCCN2C(=O)NC(C)(C)C2=O)c(OC)c1	2	-3	15	-2	-1	0	12	9	3
O=C(NC1CCCCC1)/C(=N\O)c1ccccn1	4	12	-5	3	-1	-6	6	4	5
CCOC(=O)C1=C(N)c2ccccc2CC1C(C)C (stereo not given)	6	3	1	1	2	0	-4	7	1
CC(=O)c1ccc(OCC(O)Cn2nnc3ccccc32)cc1 (stereo not given)	5	2	-2	9	0	3	13	7	-2
O=C(NCCCN1CCOCC1)C1CCC(=O)N1CCc1ccccc1 (stereo not given)	4	3	5	6	1	4	7	13	0
COP(C)(=O)c1c(C)nn(-c2ccccc2)c1C (stereo not given)	nt	5	10	9	nt	-3	16	4	-1

# Carrying on.
structure	ROCK2 blocker	AP complement	CatS inh	PKA inh	JNK3 inh	CatB inh	RORA act	Ec RNAP inh	CatB mix inh
Cc1nc2ccccc2n1S(=O)(=O)N(C)C	3	12	0	5	-3	0	-4	6	1
CCOC(=O)c1sc(=S)n(-c2ccc(F)c(F)c2)c1N	nt	8	6	-5	nt	-1	-6	6	5
O=C(NC1CCCCC1)N1CCC(n2c(=O)[nH]c3ccccc32)CC1	5	8	9	2	1	-2	12	4	3
COc1ccc(N2C(=O)CSC2c2ccncc2)cc1 (stereo not given)	6	-5	10	8	5	6	1	9	1
N#Cc1cccc(-n2nnnc2-c2ccccn2)c1	4	-11	0	7	7	0	5	8	-4
CCn1c(SCC(=O)c2cc(OC)ccc2OC)nc2c1c(=O)n(C)c(=O)n2C	6	6	4	12	5	5	-5	14	2
O=c1[nH]c(CN2CCN(C/C=C/c3ccccc3)CC2)nc2ccccc12	11	16	-4	8	10	3	-5	0	2
COc1cccc(N2CCN(C(=O)CN(C)S(=O)(=O)c3ccc4c(c3)CCC(=O)N4)CC2)c1	-5	-6	15	5	-1	4	13	11	2
O=C(CSc1nnc(-c2ccc(O)cc2)o1)N1CCOCC1	6	-3	15	2	3	3	45	7	1
Cc1cc(C)c(C(N)=O)c(Nc2cccc(Cl)c2C)n1	8	9	3	3	-1	0	-3	4	0
Cc1ccc(-n2c(C)cc(C(=O)CSc3nnnn3C)c2C)cc1	1	11	-7	6	-3	7	48	3	1
CS(=O)(=O)N1CCc2cc(C(=O)N3CCCCC3)ccc21	8	3	3	10	8	3	-4	10	4
O=C(O)CC(NS(=O)(=O)c1cccc2nsnc12)c1ccc(F)cc1 (stereo not given)	2	22	23	0	3	3	-11	13	5
c1ccc(Cc2nnc3sc(-c4ccco4)nn23)cc1	-2	9	2	6	-7	1	-9	4	2
N#Cc1nc(-c2ccc(F)cc2)oc1NCCN1CCOCC1	4	12	-9	4	-6	7	11	1	-5
COCCNC(=O)c1cc2c(=O)n(C)c3ccccc3c2n1C	3	1	10	3	0	2	-2	8	-2
Cc1occc1C(=O)NC1CCCc2ccccc21 (stereo not given)	0	6	-22	-2	-10	3	10	8	-12
CC1(C)Cc2c(sc3nc(SCC(=O)O)[nH]c(=O)c23)CO1	-1	-3	0	10	0	0	-7	-3	-1
Cc1ccc(S(=O)(=O)Cc2cccc(C(=O)N3CCOCC3)c2)cc1	2	22	-12	2	5	2	-20	4	4
CCN(CC)CCC(=O)NC(C)(C)Cc1ccc(O)cc1	5	6	-9	12	5	1	-11	1	-1
O=C(O)Cn1c(CC(=O)N2CCCC2)nc2ccccc21	0	16	-12	-9	4	-5	-4	-10	-6
Oc1cccc(/C=N/c2c(-c3ccco3)nc3ccccn23)c1	6	-11	-8	6	-7	-7	0	-4	-6
CC(C)OCCCNC(=O)c1cc2c(s1)CS(=O)(=O)C2	nt	1	-6	7	nt	2	-16	6	2
COC(=O)c1cccc(-n2nnnc2SCC(=O)Nc2nc3c(s2)CCCC3)c1	9	-6	2	17	8	0	9	6	3
Cc1cc(NC(=O)Nc2ccccc2)n(-c2ccccc2)n1	14	-3	0	14	-10	0	11	7	7
COc1ccc(OC)c(C(c2nnnn2C2CCCC2)N2CCN(c3ccc(F)cc3)CC2)c1 (stereo not given)	2	5	-1	2	0	1	-22	3	3
COCCNc1oc(-c2ccc(F)cc2)nc1C#N	4	-5	8	5	3	4	27	19	-1
CS(=O)(=O)N(CC(=O)Nc1ccc2c(c1)OCO2)Cc1ccc(Cl)cc1	0	-1	-1	4	-1	-8	-9	10	-10
Cc1ccc2nc(NC(=O)c3ccc(Cl)s3)sc2c1	7	7	18	4	4	1	86*	6	2
O=C(CCN1CCN(c2ccccc2F)CC1)Nc1ccc2c(c1)OCO2	4	25	15	11	-3	8	-3	6	3
O=C(NCCCn1ccnc1)c1cnn2c1NC(c1ccccc1)CC2C(F)(F)F (stereo not given)	6	-13	7	9	2	5	8	3	5
CCCCn1c(N)c(N(CCC(C)C)C(=O)CSc2nnc3ccccn23)c(=O)[nH]c1=O	-10	11	13	-6	-1	1	17	4	0
O=C1CN(C(=O)COC(=O)COc2ccc3c(c2)CCC3)c2ccccc2N1	5	2	1	10	6	2	-4	9	5
Cc1cc(NC(=O)CN2CCN(c3ccccc3O)CC2)no1	nt	9	-5	10	nt	8	11	8	2

# Already shown: an excerpt of the list.
structure	ROCK2 blocker	AP complement	CatS inh	PKA inh	JNK3 inh	CatB inh	RORA act	Ec RNAP inh	CatB mix inh
CC1(C)CC(=O)C(C(C2=C(O)CC(C)(C)CC2=O)c2cccc(O)c2)C(=O)C1 (stereo not given)	6	17	-2	10	0	nt	-9	nt	-1
CCCCn1c2c(c3ccccc31)CCc1nonc1-2	-4	14	-8	-1	8	3	-12	0	2
